# High-throughput results from PubChem.
# HePTP inhibitor: inhibitors of human HePTP phosphatase. actives 0.64% (n = 110,000). recombinant HePTP phosphatase activity, OD absorbance. P35236. inhibition, % at 20 µM. AID 521; in the data active = inhibition above about 50%;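 note: plate controls were vehicle for no effect and reference inhibitor for full effect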
# Target sequence (P35236 whole entry, looked up): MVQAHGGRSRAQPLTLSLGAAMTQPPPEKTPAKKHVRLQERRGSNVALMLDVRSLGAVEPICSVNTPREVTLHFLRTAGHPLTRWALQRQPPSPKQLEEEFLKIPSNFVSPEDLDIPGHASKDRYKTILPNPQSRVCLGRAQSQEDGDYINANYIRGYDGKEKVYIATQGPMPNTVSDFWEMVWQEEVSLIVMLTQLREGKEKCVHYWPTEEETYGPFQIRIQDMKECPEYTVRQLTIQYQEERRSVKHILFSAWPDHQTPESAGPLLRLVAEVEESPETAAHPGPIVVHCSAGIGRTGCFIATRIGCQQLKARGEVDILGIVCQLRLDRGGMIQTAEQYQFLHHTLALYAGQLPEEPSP
# BAP1 block: inhibitors of human BAP1 deubiquitinase; Q92560; recombinant BAP1, Ub-AMC hydrolysis fluorescence kinetic; stronger effect = lower value; activity remaining (% of control), % at 20 µM; actives 0.48% (n = 72,000);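 active = activity remaining at or below 50% of control, provided the compound also passes the data quality filters; inactive = the rest, including low values that fail the filters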;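 note: 100% = DMSO wells rate and 0% = substrate alone blank rate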
# Target sequence (Q92560 whole entry, looked up): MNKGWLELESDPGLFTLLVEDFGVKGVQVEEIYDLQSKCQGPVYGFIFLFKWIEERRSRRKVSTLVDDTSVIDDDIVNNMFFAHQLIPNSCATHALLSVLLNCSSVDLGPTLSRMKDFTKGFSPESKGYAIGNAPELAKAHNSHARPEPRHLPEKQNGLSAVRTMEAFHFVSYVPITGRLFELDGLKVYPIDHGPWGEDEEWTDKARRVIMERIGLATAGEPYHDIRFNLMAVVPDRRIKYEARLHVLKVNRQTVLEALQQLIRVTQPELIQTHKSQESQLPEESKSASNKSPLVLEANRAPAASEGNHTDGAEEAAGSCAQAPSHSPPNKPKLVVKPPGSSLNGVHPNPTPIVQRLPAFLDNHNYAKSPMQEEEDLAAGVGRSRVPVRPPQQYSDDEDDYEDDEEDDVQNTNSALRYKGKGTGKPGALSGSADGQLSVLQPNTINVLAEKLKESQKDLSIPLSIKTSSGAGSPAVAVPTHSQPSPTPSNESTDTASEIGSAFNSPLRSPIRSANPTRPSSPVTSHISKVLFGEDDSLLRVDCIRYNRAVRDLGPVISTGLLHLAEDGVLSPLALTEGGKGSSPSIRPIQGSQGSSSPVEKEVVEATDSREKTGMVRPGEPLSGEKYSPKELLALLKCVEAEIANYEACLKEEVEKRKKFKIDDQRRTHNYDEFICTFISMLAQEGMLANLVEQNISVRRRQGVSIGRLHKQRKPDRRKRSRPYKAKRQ
# Starred values were filed as active, the others as inactive; x = no result given; & = joins results of further samples.
SMILES,HePTP inhibitor,BAP1 block
CCOc1ccccc1NC(=O)c1cccc2c1C(=O)N(CCOC)C2,6,97
COC(=O)CSc1nc2sc3c(c2c(=O)n1-c1ccc(C)cc1)CC(C)(C)OC3,x,152
COC(=O)C(NC(=O)c1ccccc1)(Nc1nc(C)cs1)C(F)(F)F (centres undefined),6,97
Cc1cccc(OCCn2c(NC(=O)c3ccco3)nc3ccccc32)c1,-2,61
O=C(C1CC1)N1CCc2cc(Br)cc(S(=O)(=O)NCCCN3CCCC3)c21,7,x
C=CCNc1nc(-c2sc(NC(C)=O)nc2C)cs1,5,x
Cn1c(=O)c2c(nc(NCc3ccc4c(c3)OCO4)n2Cc2ccccc2Cl)n(C)c1=O,5,58
COc1ccc(NC(=O)Cc2ccc(Br)cc2)cc1,-6,x
CN(CC(=O)Nc1ccc(F)c(F)c1F)c1cnccn1,9,92
Cc1nnc(NC(=O)c2ccc(Oc3ccccc3)cc2)s1,6,x
CCOc1ccc(N2C(=O)CC(Sc3nccc(C)n3)C2=O)cc1 (centres undefined),5,130
O=C(Nc1cc(Oc2ccccc2)cc([N+](=O)[O-])c1)c1cccc(Cl)c1,-9,x
Clc1ccc(-c2ncnn2-c2ccccc2Cl)cc1,3,x
CCN1CCN(CCC(=O)Nc2ccccc2OC)CC1,3,98
NS(=O)(=O)c1cccc(NC(=O)Cc2ccccc2)c1,-11,x
Cc1nn(-c2ccccc2)c2[nH]c(=O)c(CNc3ccc(N4CCOCC4)cc3)cc12,7,91
CCCCC(=O)Nc1cc(C)c2c(=O)oc3ccccc3c2n1,10,x
CC1(C)CC(=O)C(C=NC(CCC(N)=O)C(=O)O)=C(O)C1 (centres undefined),15,106
COc1cc(/C=C2/SC(=S)N(C)C2=O)ccc1OCCOc1ccc(Br)cc1,-5,x
CNC(=O)c1c(NC(C)=O)sc2c1CCCCC2,0,x
Cc1ccc(C)c(NC(=O)CSc2n[nH]c(-c3ccncc3)n2)c1,-6,x
CCOC(=O)C1C(=O)NC(SCC(N)=O)=C(C#N)C1c1ccccc1OCC (centres undefined),4,99
Cc1ccc(NCc2nnc(SCC(=O)NCc3ccco3)n2CC2CCCO2)c(C)c1 (centres undefined),3,87
CN1CCN(Cn2c(O)c(N=NC(=O)c3cccnc3)c3ccccc32)CC1,1,x
CCn1c(SCC(=O)N/N=C/C=C/c2ccccc2)nc2ccccc21,-6,x
O=C(c1ccc(OCC2CCCO2)cc1)N1CCN(c2ccccc2)CC1 (centres undefined),4,102
CCn1c(SCC(=O)N2CCOCC2)nc(O)cc1=O,0,101
C=CCn1c(SCC(=O)NC2CCCCC2)nnc1-c1sc(N)nc1C,5,67
O=C(Nc1ccc(-c2nc3ccccc3o2)c(O)c1)c1cc(-n2cnnc2)ccc1Cl,6,x
COc1cc(C2C3=C(CC(C)(C)CC3=O)NC3=C2C(=O)CC(C)(C)C3)ccc1OCc1ccc(Cl)cc1,-8,x
CCCN(CCC)C(=O)c1cc(-c2ccc(C)cc2)nc2ccccc12,x,76
CC(C)(C#N)C(C)(C)c1nn[nH]n1,7,84
COc1cc(-c2nc(-c3ccc(C)nc3OC)no2)cc(OC)c1OC,-8,101
N#CC1=C(N)Oc2cc(N)ccc2C1C1CCCCC1 (centres undefined),5&-10,167
Cc1cc2nc(-c3ccc(C)c(NC(=O)c4ccc([N+](=O)[O-])cc4)c3)oc2cc1C,13,x
CCOC(=O)c1c(C)oc2ccc(NS(=O)(=O)c3cc(Cl)ccc3Cl)cc12,5,x
CCOc1ccc2nc(C34CC5CC(CC(C5)C3)C4)ccc2c1,x,98
O=C(Cn1c(=O)n(Cc2ccco2)c(=O)c2cc(Cl)ccc21)NCC1CCCO1 (centres undefined),4,97
CCCCN(C)C(=O)c1c[nH]c2ccc(S(=O)(=O)N3CCOCC3)cc2c1=O,-10,70
COc1ccccc1N1CCN(C(=O)CSc2nc(-c3ccco3)cc(C(F)(F)F)n2)CC1,3,47*
COc1cc(C2=NOC(C(=O)N3CCCc4ccccc43)C2)cc(OC)c1OC (centres undefined),11,102
Cc1cc(C)c(C#N)c(N2CCCC2)n1,-2,195
C/C=C/CSc1nc2c(c(=O)[nH]c(=O)n2C)n1CCC,-3,97
CCc1ccc(NC(=O)CSC2=C(C#N)C(c3ccc4c(c3)OCO4)CC(=O)N2)cc1 (centres undefined),-8,145
COc1ccc(CCN=CC2=C(O)CC(c3ccccc3)CC2=O)cc1OC (centres undefined),9,x
CC(C)(O)/C=C1/Oc2ccccc2C1N1CCCCC1 (centres undefined),-8,95
COc1cccc(C(=O)N2CCN(C(=O)c3cccc(Cl)c3)CC2)c1,6,x
Cc1ccccc1NC(=O)C1c2ccccc2Oc2ccccc21,x,72
Cc1cc(NC(=O)CCC(=O)N(CCc2ccccc2)C(C(=O)NC2CCCC2)c2ccco2)no1 (centres undefined),0,97
CCOC(=O)C1=C(C)N=c2s/c(=C\c3ccc([N+](=O)[O-])cc3)c(=O)n2C1c1ccccc1 (centres undefined),1,x
COc1ccc(OC)c(/C=C2/C=C(c3cccc4ccccc34)OC2=O)c1,-6,x
CCn1c(=O)c(-c2nc3ccccc3[nH]2)c(O)c2ccccc21,5,x
O=C1c2ccccc2-n2c1cc(C=Nc1ccc(Cl)cc1)c2O,0,x
COc1ccc(C(=O)C[n+]2cccc(C(N)=O)c2)cc1,x,166
O=C1S/C(=C\c2cccs2)C(=O)N1c1ccccc1,-11,x
O=c1oc(-c2ccccc2Cl)nc2c1cnn2-c1ccccc1,7,x
Cc1ccc(Cl)c(OCC(=O)Nc2ccc3c(c2)OCCO3)c1,-6,66
O=C(NN1C(=O)c2ccc(C(=O)c3ccc4c(c3)C(=O)N(NC(=O)c3ccncc3)C4=O)cc2C1=O)c1ccncc1,-14,x
O=C(Nc1ccc2oc(-c3ccncc3)nc2c1)c1ccc([N+](=O)[O-])cc1Cl,x,55
COc1ccc(CCN(C(=O)CCC(=O)O)C2CC(=O)N(c3cccc(Cl)c3)C2=O)cc1 (centres undefined),1,x
# Going on with the list.
SMILES,HePTP inhibitor,BAP1 block
COc1ccccc1-n1cnc2cc(NC(C)=O)ccc21,-9&3,54
Cc1c(C)[n+](=O)c2c(n1[O-])CCCCC2,11,108
Cc1nc2scc(-c3cccs3)c2c(=O)o1,8,76
O=C(CC(C(=O)O)C1CCCO1)NCCc1ccc2c(c1)OCO2 (centres undefined),4,105&161
COc1ccc(CNC(=O)NC2CCCCC2)cc1,-4,79
CCOc1ccc(C(=O)NCC(=O)OC(C)C(=O)NCc2ccco2)cc1OCC (centres undefined),1,140
Cc1ccc2cc3c(NC(=O)c4ccco4)nn(CC(C)C)c3nc2c1,-1,43*
CCc1cc2c(C)cc(=O)oc2cc1OC(=O)c1ccccc1,-8,x
O=C(Nc1ccccc1-c1nc2ccccc2[nH]1)c1ccccc1F,x,88
N=c1c(C(=O)NCc2ccccc2)cc2c(=O)n3ccccc3nc2n1Cc1ccco1,5,71
Cn1c2ccccc2c2c(C(=O)N3CCN(c4ccc(F)cc4)CC3)cn(C3CCCC3)c(=O)c21,-3,x
Cc1ccc(-n2ncc3c(=O)n(CC(=O)N4CCCCCC4)cnc32)cc1,-3,92
CCc1c(O)nc(SCC(N)=O)n(-c2ccccc2F)c1=O,8,100
CCOC(=O)/C(C#N)=C/c1ccc(OCc2c(C)no[n+]2[O-])cc1,-1,x
C=CCOC(=O)COc1ccc2c(C)c(C)c(=O)oc2c1,6,51
CC(Oc1ccccc1)C(=O)N1CCCc2ccccc21 (centres undefined),4,99
O=C(Nc1ccc2c(c1)OCO2)C1CC(c2ccccc2Cl)=NO1 (centres undefined),3,113
CCOC(=O)Cc1nnc(NC(=O)c2ncn[nH]2)s1,-2,73
CCOc1ccc(NC(=O)C2=C(C)NC(=O)NC2c2ccc(O)c(OC)c2)cc1 (centres undefined),8,x
Cn1nnc2cc(C(=O)NCCC3=CCCCC3)ccc21,5,86

# As a working copy, 16 of the compounds above.
SMILES,HePTP inhibitor,BAP1 block
COc1ccccc1-n1cnc2cc(NC(C)=O)ccc21,-9&3,54
Cc1c(C)[n+](=O)c2c(n1[O-])CCCCC2,11,108
Cc1nc2scc(-c3cccs3)c2c(=O)o1,8,76
O=C(CC(C(=O)O)C1CCCO1)NCCc1ccc2c(c1)OCO2 (centres undefined),4,105&161
COc1ccc(CNC(=O)NC2CCCCC2)cc1,-4,79
CCOc1ccc(C(=O)NCC(=O)OC(C)C(=O)NCc2ccco2)cc1OCC (centres undefined),1,140
Cc1ccc2cc3c(NC(=O)c4ccco4)nn(CC(C)C)c3nc2c1,-1,43*
CCc1cc2c(C)cc(=O)oc2cc1OC(=O)c1ccccc1,-8,x
O=C(Nc1ccccc1-c1nc2ccccc2[nH]1)c1ccccc1F,x,88
N=c1c(C(=O)NCc2ccccc2)cc2c(=O)n3ccccc3nc2n1Cc1ccco1,5,71
Cn1c2ccccc2c2c(C(=O)N3CCN(c4ccc(F)cc4)CC3)cn(C3CCCC3)c(=O)c21,-3,x
Cc1ccc(-n2ncc3c(=O)n(CC(=O)N4CCCCCC4)cnc32)cc1,-3,92
CCc1c(O)nc(SCC(N)=O)n(-c2ccccc2F)c1=O,8,100
CCOC(=O)/C(C#N)=C/c1ccc(OCc2c(C)no[n+]2[O-])cc1,-1,x
C=CCOC(=O)COc1ccc2c(C)c(C)c(=O)oc2c1,6,51
CC(Oc1ccccc1)C(=O)N1CCCc2ccccc21 (centres undefined),4,99

# Other results
SMILES,HePTP inhibitor,BAP1 block
CC(C)CC(=O)N(c1ccc(F)cc1)C1C=CS(=O)(=O)C1 (centres undefined),-5,84
CCc1cccc2c(C#N)cn(CC(=O)NCCOC)c12,9,98
O=c1oc(-c2sc3ccccc3c2Cl)nc2ccccc12,4,x
COc1ccc(N2CC(C(=O)N/N=C/c3ccc(F)cc3)CC2=O)cc1 (centres undefined),-4,x
COc1ccc2ccccc2c1/C=N/NC(=O)c1cccc(Cl)c1,-2,x
CCOc1cc(C(=O)NC2CC2)cc(OCC)c1OCC,-8,x
CCCNC(=O)c1c[nH]c2ccc(S(=O)(=O)N(C)c3ccc(OCC)cc3)cc2c1=O,13,59
CCCN(CCC)CCCNC(=O)CC1Nc2ccccc2NC1=O (centres undefined),2,73
CC(C)CC(=O)Nc1nnn(C)n1,5,111
COc1ccccc1N/C(N)=N/c1nc(CSc2ccc(C)cc2)cc(=O)[nH]1,14,69
O=C(NCCS(=O)CCNC(=O)C(F)(F)F)C(F)(F)F,2,92
O=C1C(Cl)=C(c2ccc(Cl)cc2)C(=O)N1c1ccc([N+](=O)[O-])cc1,32,x
O=C1CC(c2ccc(S(=O)(=O)NCc3ccncc3)cc2)CN1 (centres undefined),5,102
O=C(NCC(c1cccnc1)N1CCN(c2ccccc2F)CC1)C1CCCCC1 (centres undefined),7,97
COC(C)(C)CNS(=O)(=O)c1ccc(C)cc1,9,x
COc1ccc(/C=C/C(=O)c2c(C)nc3ccc(Cl)cc3c2-c2ccccc2)cc1OC,4,x
Cc1ccc(S(=O)(=O)NC2=NCN(CCc3ccccc3)CN2)cc1,-6,91
Cc1cccc2c(=O)cc(C)n(CC(=O)N3CCCCC3)c12,6,145
CCCC(=O)Nc1nnc(CC(=O)N2CCCC2)s1,7,148
CN(C)/C=C/C=C/C=C1\CCC/C(=C\C=C\N(C)C)C1=O,-1,x
CCOC(=O)c1cnn2c1NC1=C(CCc3ccccc31)C2C(F)(F)F (centres undefined),7,x
CCN(CC)CC(O)Cn1c2c(c3cc(C)ccc31)CCCC2=O (centres undefined),-5,x
COC(=O)c1cc(NC(=O)C(C)Oc2ccc(Cl)cc2C)cc(C(=O)OC)c1 (centres undefined),-19,x
CCC(CC)C(=O)N1c2ccc(F)cc2CCC1C (centres undefined),-10&-10,88
COc1ccc(C2=NOC(C(=O)N3CCN(c4ccccc4OC)CC3)C2)cc1 (centres undefined),5,93
Cc1ccc(S(=O)(=O)N2CCC(C(=O)OCC(=O)N3CC(=O)Nc4ccccc43)CC2)cc1,0,98
Cc1nc2nc(C)c(CCC(=O)N3CCN(c4ccccn4)CC3)c(C)n2n1,-9,93
COc1cc(/C=N/Nc2ccc([N+](=O)[O-])cc2)ccc1OC(C)=O,10,x
CC(C)(C)c1nnc2sc(SCC(=O)c3cccs3)nn2c1=O,-7,x
O=C(CSc1ccncc1)OCc1ccc([N+](=O)[O-])cc1,9,x
CCOc1cc(C(=O)Nc2ccc(O)c(-c3nc4ccccc4s3)c2)cc(OCC)c1OCC,-7,x
COc1cc(OC)cc(C(=O)Nn2cc(C(=O)N3CCN(C)CC3)c3ccccc3c2=O)c1,4,x
Cc1ccc2oc(-c3ccc(Cl)c(NC(=O)c4ccc([N+](=O)[O-])o4)c3)nc2c1,5,x
Cc1cc(C(=O)NCc2cccs2)n(-c2ccccc2)n1,-2,93
Cc1c(Cl)cccc1N(CC(=O)O)S(C)(=O)=O,8,103
Clc1ccc(COCc2nc3ccccc3n2Cc2ccc(Cl)cc2)cc1,-11,x
CCOC(=O)c1sc(N/N=C/c2ccccc2O)nc1C,-23,x
CC1(C)CC(=O)C=C(Nc2ccc3c(c2)CCC3)C1,-8,x
C/C(CC1(O)/C(=N/O)CCc2nonc21)=N\O (centres undefined),5,100
Cc1ccc(C2C(=O)c3ccccc3C2=O)c(C)c1C,3,x
COc1ccc(S(=O)(=O)Nc2ncccc2Cl)cc1,-15,x
CC(=O)O/N=C1\Sc2ccccc2C1=O,0,x
COc1ccc(Br)cc1C(=O)Nc1ccccc1O,4,x
CCOC(=O)Nc1ccc(S(=O)(=O)N2CCOCC2)cc1,12,94
Cc1cc([N+](=O)[O-])ccc1-c1ccc(C(=O)Nc2cc(Cl)cc(Cl)c2)o1,-4,x
COC(=O)C1=C(C(=O)c2ccccc2)C(c2ccc(OC)c(OC)c2)Nc2nnnn21 (centres undefined),-2,100
CCc1ccc(C(=O)O/N=C(\N)c2ccccn2)cc1,2,x
c1ccc2nc3[nH]cnc3nc2c1,-15,x
Cc1nn(-c2ccccc2)c(Cl)c1C1C(C#N)=C(N)OC2=C1C(=O)CCC2 (centres undefined),-6,x
Cc1cccc(NC(=O)c2cc3ccccc3oc2=O)n1,3,x
